From PubChem BioAssay
Nrf2 block = inhibitors of Nrf2 signaling. A549 ARE-Fluc reporter, luciferase luminescence, 18-24 h. Potency, µM (doses to about 46 µM), for inactives: at the highest dose activity change, negative = inhibition, hits mostly inhibitors. 2.1% of 360,000 active; also: potency is read from the fitted curve at half-maximal effect; % is scaled to controls: 0 for no effect and ±100 for the full control effect; nearly all actives have a fitted effect of over 60% in size
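A549 ARE_Fluc cells (5000/well, 5% FBS OPTI-MEM) pre-incubated 2 h, then treated with compounds 18-24 h at 37C/5% CO2 in concentration-response. CellTiter-Fluor viability read first; BugLite luciferase luminescence after 15 min at room temperature gives Nrf2 activity.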
MCF10A rerep = inducers of DNA re-replication in MCF 10A breast cells; MCF 10A DNA re-replication, Hoechst nuclear intensity, 48 h; Potency, µM (series often up to 46.1 µM), without a hit: at the top dose activity, positive = re-replication, hits mostly activators; 2.9% of 350,000 active; AID 624296; also: potency is read from the fitted curve at half-maximal effect; % of control where 0% means no effect; nearly all actives have a fitted effect of over 50% in size
S2 tox = reduces viability in counter-screen for ATXN expression inhibitors; S2 cells (HEK-293 line with an ATXN2-luciferase reporter) viability, CellTiter-Fluor protease fluorescence, 24 h; Potency, µM (titrated, usually from 56.7 µM), most hits filed as cytotoxic; 0.49% of 400,000 active; also: potency is read from the fitted curve at half-maximal effect; nearly all actives have a fitted effect of over 40% in size
TGFb inhibitor = blocks TGF-b signaling; AID 588855; 1.2% of 410,000 active; HepG2 CAGA-GFP TGF-b/SMAD3 reporter, GFP fluorescence, 18 h; TGF-beta stimulated, 500 pg/mL final; Potency, µM (highest dose often 46.1 µM), inactives show top-dose activity, negative = inhibition, actives largely listed as inhibitors; also: potency is read from the fitted curve at half-maximal effect; % is scaled to controls: 0 for no effect and ±100 for the full control effect; nearly all actives have a fitted effect of over 65% in size
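GFP signal (ex488/em500-530) from TGF-beta-stimulated HEPG2 CAGA-GFP cells, 500 pg/mL final, 18 h at 37 degrees C in DMEM plus 1% FBS, normalized to unstimulated and DMSO-stimulated controls.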
A549 tox = kills or reduces viability of A549 cells in Nrf2 counter-screen; A549 ARE-Fluc cells, CellTiter-Fluor viability, 18-24 h; Potency, µM (titrated, usually from 46 µM), inactives show at the top dose activity change, negative = cytotoxicity, hits mostly inhibitors; 0.16% of 390,000 active; also: potency is read from the fitted curve at half-maximal effect; % is scaled to controls: 0 for no effect and ±100 for the full control effect
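A549 ARE-Fluc cells in 5% FBS OPTI-MEM, 5000 cells/well, rested 2 h then exposed to compounds in concentration-response for 18-24 h at 37 °C. Viability by CellTiter-Fluor fluorescence (Ex 405/Em 525) after 30 min; luciferase luminescence (BugLite, 15 min, RT) read afterwards.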
ATXN2 expr inh = ATXN2 expression inhibition; HEK-293 ATXN2-luciferase reporter, luminescence, 24 h; Potency, µM (series often up to 57 µM), without a hit: at the top dose activity change, negative = inhibition, hits mostly inhibitors; 0.72% of 360,000 active; also: potency is read from the fitted curve at half-maximal effect; % is scaled to controls: 0 for no effect and ±100 for the full control effect; nearly all actives have a fitted effect of over 55% in size
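ATXN2-luciferase reporter cells (luciferase flanked by upstream and downstream ATXN2 gene portions) were treated 24 h at 37 °C with compounds at up to 57 uM. SteadyGlo luminescence gave expression; GF-AFC fluorescence gave viability.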
HepG2 viability = HepG2 cytotoxicity, counter-screen for TGF-b inhibitors | AID 588856 | HepG2 CAGA-GFP viability, ATP luminescence, 18 h | 0.76% of 410,000 active | Potency, µM (highest dose often 46.1 µM), without a hit: top-dose activity change, negative = cytotoxicity, most hits filed as cytotoxic; also: potency is read from the fitted curve at half-maximal effect; some results filed as inactive show a strong effect at the top dose
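CellTiter-Glo luminescence gave cytotoxicity after 18 hours at 37 degrees C. The cells were HepG2 CAGA-GFP in 1% FBS DMEM, stimulated with 500 pg/mL TGF-beta after compound addition. %Activity was normalised to no-cell wells (complete cell-killing) and DMSO (no toxicity), and curves were fitted and classified.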
Nrf2 ARE act = activators of Nrf2 (ARE) signaling; AREc32 ARE-luciferase reporter (MCF7-derived line), luminescence, 24 h; 0.31% of 410,000 active; Potency, µM (titrated, usually from 46.1 µM), inactives show top-dose activation, most hits filed as activators; AID 624171; also: potency is read from the fitted curve at half-maximal effect; % of control where 0% means no effect; nearly all actives have a fitted effect of over 65% in size
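Luciferase luminescence (Steady-Glo, 30 min at room temperature) served as the read-out of ARE activation in AREc32 cells treated with compounds for 24 hr at 37 deg C.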
IL1B secr inh = inflammasome signaling inhibition, IL-1 beta readout. THP-1 LPS/ATP IL-1B secretion, AlphaLISA, 16 h; stronger effect = lower value. activity change, % at 57.5 µM. 4.7% of 360,000 active. AID 743279; in the data active = activity change below about -50%; inconclusive = mostly about -30% to -49%; also: % is scaled to controls: 0 for no effect and ±100 for the full control effect
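THP-1 cells pretreated 1 hr with compounds (up to 57.5 uM final), then stimulated with LPS (250 ng/mL final) plus ATP (1.25 mM final); secreted IL-1B measured by AlphaLISA after 16 hr, decreased signal indicating inhibition.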
* hit, by the source's call; i = inactive; ? = inconclusive; . = not tested or not shown; [ ] = remark or other dose. Unless noted, calls follow the shape of the dose curve; as a rule, active = well fitted curve in the direction sought with a large enough effect; inconclusive = small, poorly fitted or top-dose-only effect, or another doubt; inactive = no such curve, though single readings can be large; an effect the other way counts as inactive or inconclusive. Rows are unselected; overall some 8.8% were active at least once.

SMILES | Nrf2 block | MCF10A rerep | S2 tox | TGFb inhibitor | A549 tox | ATXN2 expr inh | HepG2 viability | Nrf2 ARE act | IL1B secr inh
COc1ccc(C2=NN(C(=O)/C=C/c3ccccc3)C(c3ccccc3)C2)c(OC(C)=O)c1 (stereo unspecified) | ? | ? | i | -3% | -10% | -20% | 0% | 3.2% | -7
Cc1ccc(-c2nnn(CC(=O)N(CC(=O)NC3CCCC3)c3ccc(F)cc3)n2)o1 | -5% | -5% | i | -3% | 3% | 20% | 1% | 1.7% | -17
C=CCNC(=S)NNC(=O)c1cccc(Br)c1 | -30% | -1% | i | 1% | -1% | 5% | 0% | -0.4% | 7
O=C(CSc1nc(-c2cccs2)cc(C(F)(F)F)n1)NCCCn1ccnc1 | -19% | -7% | ? | 0% | -7% | -12% | 3% | -0.6% | 21
Cc1c(C)n(CC(O)CN2C(=O)c3ccccc3S2(=O)=O)c2ccccc12 (stereo unspecified) | -28% | ? | i | -18% | -1% | -7% | -5% | 0.4% | 15
Cc1ccc(/C=N/n2c(-c3ccco3)n[nH]c2=S)cc1 | -13% | 0% | i | -14% | 1% | -21% | -17% | 3.1% | -16
CCOC(=O)Cn1c(C)nc2ccccc21 | 16% | 4% | i | 16% | 0% | 2% | -1% | 0.0% | 17
COC(=O)c1ccccc1S(=O)(=O)N1CCC(C(=O)NCc2ccccn2)CC1 | . | . | i | -11% | . | . | -38% | -0.9% | 13
CCc1ccc(C(C(=O)NCc2ccccc2)N(C(=O)c2csnn2)C2CC2)cc1 (stereo unspecified) | 2% | -6% | i | 8% | 1% | 0% | 8% | 0.9% | -18
S=C(Nc1ccc(Cl)cc1)NC1CCN(Cc2ccccc2)CC1 | -11% | 22% | i | ? | -3% | ? | -51% | 2.7% | -94*
O=C(CN1CCN(c2ccc(O)cc2)CC1)Nc1ccc(-c2ccccc2)cc1 | 5% | 11% | i | 0% | -1% | -21% | -2% | -0.1% | 12
Cc1ccccc1S(=O)(=O)Cc1ccc(C(=O)NCc2ccco2)o1 | -9% | -4% | i | 3% | 1% | 4% | -2% | 0.1% | ?
Cc1cc(NC(=O)CSc2nnc(-c3ccc(S(=O)(=O)N4CCCC4)cc3)n2C)no1 | 1% | -2% | i | 0% | -14% | -7% | -3% | -0.1% | 11
O=C(Cn1nc2c(cc1=O)CCCC2)Nc1ccccc1C(F)(F)F | . | . | . | 0% | 11% | . | -12% | 1.7% | .
COc1cccc(-c2nc3sc4c(c3c(=O)[nH]2)CCCCC4)c1 | 10% | ? | i | -5% | -2% | 42%[activator] | 2% | 2.9% | -9
C=CCn1nnnc1SCC(=O)Nc1ccc(OC)cc1 | 11% | -17% | i | 10% | -6% | 8% | 7% | 0.7% | 27
CC(Sc1nc2ncc(Cl)cc2[nH]1)C(=O)Nc1ccccc1[N+](=O)[O-] (stereo unspecified) | . | . | i | -21% | . | . | -17% | -0.2% | 6
CCN1CCN(C(c2ccc(OC)cc2)C(O)C(=O)c2c[nH]c3ccccc23)CC1 (stereo unspecified) | 2% | 8% | i | 6% | -3% | 5% | -3% | 0.0% | 32
Cc1cc(N2CCCCC2)nc(SCc2ccc(C#N)cc2)n1 | ? | ? | i | -7% | -2% | -21% | -12% | -0.9% | -10
COc1ccc(C(=O)NCc2nnc(SCC(=O)Nc3cccc(OC)c3)o2)cc1 | 3% | 2% | i | 9% | 1% | -8% | -1% | 0.0% | 23
O=C(O)/C=C/c1ccccc1Oc1ccccc1 | -3% | 0% | i | -8% | 0% | -1% | -2% | -0.6% | 9
CCOC(=O)Nc1sc2c(c1C#N)CCCC2 | ? | 14% | ? | 15% | -4% | 40%[activator] | -47% | 9.7% | -12
Cc1ccc(C(=O)n2nc(C)c(S(=O)(=O)N3CCCCCC3)c2C)cc1 | . | . | i | 0% | -1% | -2% | 3% | -0.8% | .
O=C(NCCCn1ccnc1)c1ccc(-c2ccccc2)cc1 | ? | 2% | . | 5% | -7% | . | -1% | 3.9% | -9
O=C(NCc1ccccc1)c1nc2c(nnn2Cc2cccc(Cl)c2)c(=O)[nH]1 | 2% | -4% | i | -14% | -1% | -9% | -19% | -0.2% | 32
Carrying on:
SMILES | Nrf2 block | MCF10A rerep | S2 tox | TGFb inhibitor | A549 tox | ATXN2 expr inh | HepG2 viability | Nrf2 ARE act | IL1B secr inh
CCS(=O)(=O)c1ccc(O)c(NC(=O)COc2ccc(C)cc2)c1 | 24% | 1% | i | -8% | -1% | 3% | -2% | -0.7% | -3
COc1ccc2c(CSc3nnc(-c4cccnc4)n3-c3ccccc3F)cc(=O)oc2c1 | 9% | 0% | i | -2% | -1% | 3% | 1% | -0.1% | 7
O=[n+]1c2c(n([O-])c3cc(Br)ccc31)CCCC2 | -24% | 1% | i | 14% | 0% | 4% | 1% | 0.1% | 13
OC1(c2ccc(F)cc2)CN(c2ccccc2)C2=[N+]1CCS2 (stereo unspecified) | -6% | ? | i | -29% | 15% | -9% | -40% | 3.9% | -51*
O=C(Cn1nc(-c2ccccc2)nc(Cc2ccccc2)c1=O)Nc1ccccc1 | . | . | . | 1% | 1% | . | -12% | -0.7% | .
CC(C)(C)OC(=O)N1CCC(c2c(C(=O)N3CCN(c4ccccn4)CC3)cnn2-c2ccccc2Cl)CC1 | -17% | . | . | ? | -3% | . | -24% | 0.8% | .
O=C1NC2(CCCC2)C(=O)N1Cc1cc(=O)n2ccsc2n1 | 9% | -1% | i | -11% | 0% | 12% | 2% | -0.8% | -1
Cc1ccc(NC(=O)c2sc3nc4c(cc3c2N)CN(Cc2ccccc2)CC4)cc1 | ? | . | ? | -29% | 20% | ? | -35% | 8.9% | .
N#Cc1ccc(-c2csc(NC(=O)c3cc(-c4cccs4)nc4ccccc34)n2)cc1 | -10% | 17% | i | -1% | -8% | -3% | -2% | -0.6% | ?
CCOC(=O)c1cc(-c2ccccc2)nc2ccc(C)cc12 | ? | ? | i | 0% | 8% | . | 20% | -0.8% | -6
Oc1ccc(Nc2nc(Cl)nc(NCc3ccco3)n2)cc1 | 7% | ? | i | 4% | 5% | 21% | -29% | 30% | -109*
Cc1ccc(C(=O)C2(C)C3c4cc(Br)ccc4OC(=O)C32C(=O)c2ccco2)cc1 (stereo unspecified) | 3% | 6% | i | 0% | -5% | 5% | -7% | -0.5% | 18
O=C1C=C(c2ccc(Cl)c(C(F)(F)F)c2)C[C@@H](c2ccc(Cl)cc2)C1 | 13% | ? | i | 14µM* | 8% | -16% | -45% | 0.3% | -22
NC(=O)COC(=O)CCCc1c[nH]c2ccccc12 | ? | -18% | i | 6% | -7% | 2% | 3% | -0.8% | 29
CCc1ccc(NC2=NCC(=O)N2Cc2ccc3c(c2)OCO3)cc1 | 10% | 3% | i | 21% | 1% | -13% | -2% | -0.1% | 6
COc1ccc(NC(=O)Cn2nnc(-c3ccccc3N)n2)cc1OC | -29% | ? | i | 3% | 2% | -10% | -2% | -0.9% | 10
Cc1ccc(Nc2nc3ccccc3c(=O)s2)cc1 | -3% | 1% | i | 6% | -15% | . | -7% | -0.2% | 0
CC(Oc1ccccc1)C(=O)N1CCN=C1SCc1ccc(F)cc1 (stereo unspecified) | -18% | 0% | i | -22% | -1% | . | -2% | -1.0% | -10
CC1(C(=O)NNC(=S)NCc2ccco2)CC1(Cl)Cl (stereo unspecified) | -7% | -19% | i | -28% | 1% | 21% | -13% | -1.7% | 0

A different layout for some results above:
Below each SMILES: Nrf2 block | MCF10A rerep | S2 tox | TGFb inhibitor | A549 tox | ATXN2 expr inh | HepG2 viability | Nrf2 ARE act | IL1B secr inh
- O=[n+]1c2c(n([O-])c3cc(Br)ccc31)CCCC2
  -24% | 1% | i | 14% | 0% | 4% | 1% | 0.1% | 13
- OC1(c2ccc(F)cc2)CN(c2ccccc2)C2=[N+]1CCS2 (stereo unspecified)
  -6% | ? | i | -29% | 15% | -9% | -40% | 3.9% | -51*
- O=C(Cn1nc(-c2ccccc2)nc(Cc2ccccc2)c1=O)Nc1ccccc1
  . | . | . | 1% | 1% | . | -12% | -0.7% | .
- CC(C)(C)OC(=O)N1CCC(c2c(C(=O)N3CCN(c4ccccn4)CC3)cnn2-c2ccccc2Cl)CC1
  -17% | . | . | ? | -3% | . | -24% | 0.8% | .
- O=C1NC2(CCCC2)C(=O)N1Cc1cc(=O)n2ccsc2n1
  9% | -1% | i | -11% | 0% | 12% | 2% | -0.8% | -1
- Cc1ccc(NC(=O)c2sc3nc4c(cc3c2N)CN(Cc2ccccc2)CC4)cc1
  ? | . | ? | -29% | 20% | ? | -35% | 8.9% | .
- N#Cc1ccc(-c2csc(NC(=O)c3cc(-c4cccs4)nc4ccccc34)n2)cc1
  -10% | 17% | i | -1% | -8% | -3% | -2% | -0.6% | ?
- CCOC(=O)c1cc(-c2ccccc2)nc2ccc(C)cc12
  ? | ? | i | 0% | 8% | . | 20% | -0.8% | -6
- Oc1ccc(Nc2nc(Cl)nc(NCc3ccco3)n2)cc1
  7% | ? | i | 4% | 5% | 21% | -29% | 30% | -109*
- Cc1ccc(C(=O)C2(C)C3c4cc(Br)ccc4OC(=O)C32C(=O)c2ccco2)cc1 (stereo unspecified)
  3% | 6% | i | 0% | -5% | 5% | -7% | -0.5% | 18
- O=C1C=C(c2ccc(Cl)c(C(F)(F)F)c2)C[C@@H](c2ccc(Cl)cc2)C1
  13% | ? | i | 14µM* | 8% | -16% | -45% | 0.3% | -22
